Screening data as filed in PubChem.
HRas wt GTP: modulators of GTP binding to HRas wildtype, primary screen, biochemical, bead-based flow cytometry, multiplex | GTPase HRas (Homo sapiens), P01112 | GST-Ras wt beads, Bodipy-FL-GTP binding; actives lie on both sides | GTP binding activity, % at 10 µM | actives 0.14% (n = 190,000);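 active means GTP binding activity at least 20% away from the 100% baseline, either lowered as inhibitor or raised as activator; inconclusive means flagged as likely green fluorescent, judged across all proteins in the well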;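 further: 0% = unlabeled GTP competition control and 100% = no-compound control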
Bcl-XL Bim block: inhibitors of Bim-Bcl-XL binding, primary screen, biochemical, multiplexed, bead flow cytometry, human Bcl-XL; AID 1007, 2008; inhibition, % at 10 µM; Bim peptide-Bcl-XL binding, fluorescence; actives 0.04% (n = 190,000); Bcl-2-like protein 1 (Homo sapiens), Q07817
Target sequence (Q07817 whole entry, looked up): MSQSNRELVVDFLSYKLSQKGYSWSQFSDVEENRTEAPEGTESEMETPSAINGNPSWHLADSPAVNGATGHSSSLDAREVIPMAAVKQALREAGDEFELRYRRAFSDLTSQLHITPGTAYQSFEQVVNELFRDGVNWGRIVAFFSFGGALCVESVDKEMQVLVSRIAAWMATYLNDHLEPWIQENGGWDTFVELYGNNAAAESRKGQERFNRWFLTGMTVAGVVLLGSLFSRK
Bcl-W Bim block: inhibitors of Bim binding to Bcl-W, primary screen, biochemical, multiplexed, bead-based flow cytometry | Bim peptide-Bcl-W binding | inhibition, % at 10 µM | actives 0.02% (n = 190,000) | AID 952, 2007;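 further: 0% = bound tracer without compound and 100% = peptide blocker; higher means less fluorescent Bim peptide bound to Bcl-W beads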
Target sequence (Q92843 whole entry, looked up): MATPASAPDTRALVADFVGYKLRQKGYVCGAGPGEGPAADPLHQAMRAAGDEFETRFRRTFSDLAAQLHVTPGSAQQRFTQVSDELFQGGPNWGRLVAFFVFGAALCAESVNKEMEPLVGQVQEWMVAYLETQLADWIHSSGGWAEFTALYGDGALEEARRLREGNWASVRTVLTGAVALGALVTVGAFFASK
Bcl-B Bim block: inhibitors of Bim-Bcl-B binding, primary screen, biochemical, multiplexed, human Bcl-2 family. Bcl-2-like protein 10 (Homo sapiens), Q9HD36. actives 0.073% (n = 190,000). AID 951, 2007. inhibition, % at 10 µM. bead-based flow cytometry, Bim peptide-Bcl-B binding;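 further: 0% = tracer peptide without compound and 100% = reference inhibitor peptide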
Target sequence (Q9HD36 whole entry, looked up): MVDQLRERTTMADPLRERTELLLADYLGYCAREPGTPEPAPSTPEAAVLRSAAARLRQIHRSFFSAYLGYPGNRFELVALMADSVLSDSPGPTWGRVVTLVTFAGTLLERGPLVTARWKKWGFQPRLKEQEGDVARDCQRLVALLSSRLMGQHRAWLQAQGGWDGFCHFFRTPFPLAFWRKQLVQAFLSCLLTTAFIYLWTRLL
Rac1 mut GTP: GTP binding modulators of activated mutant Rac1, primary screen, biochemical, bead-based flow cytometry, multiplex, fluorescent GTP | GST-Rac1 activated beads; actives lie on both sides; 100% means binding = to untreated wells | actives 0.11% (n = 190,000) | Ras-related C3 botulinum toxin substrate 1 (Homo sapiens), P63000 | percent activity (GTP binding), % at 10 µM;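 active means GTP binding at least 20 percentage points away from the 100% baseline, in either direction, so actives lie on both sides; inconclusive means Compound likely fluorescent itself, or too few beads counted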
Bcl-2 Bim block: inhibitors of Bim-Bcl-2 binding, primary screen, biochemical, multiplexed, human Bcl-2 family | Apoptosis regulator Bcl-2 (Homo sapiens), P10415 | Bead-based flow cytometry, Bim peptide-Bcl-2 binding | inhibition, % at 10 µM | actives 0.06% (n = 190,000); in the data active means inhibition above about 40%; inconclusive means no clear call, values can overlap the other calls;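 further: 0% = no compound wells with probe peptide and 100% = reference peptide inhibitor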
Target sequence (P10415 whole entry, looked up): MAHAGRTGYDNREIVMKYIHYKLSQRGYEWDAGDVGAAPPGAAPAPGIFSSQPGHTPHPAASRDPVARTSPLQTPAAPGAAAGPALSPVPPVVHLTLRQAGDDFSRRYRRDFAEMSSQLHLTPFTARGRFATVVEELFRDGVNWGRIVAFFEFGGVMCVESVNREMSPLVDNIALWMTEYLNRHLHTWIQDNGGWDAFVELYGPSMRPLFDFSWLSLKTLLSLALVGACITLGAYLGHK
Bfl-1 Bim block: inhibitors of Bim binding to Bfl-1, primary screen, biochemical, multiplexed, bead-based flow cytometry. inhibition, % at 10 µM. Bim-Bfl-1 binding inhibition. actives 0.12% (n = 190,000). Bcl-2-related protein A1 (Homo sapiens), Q16548;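 further: 0% = wells without compound plus tracer and 100% = blocker peptide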
Rac1 wt modul: wildtype Rac1 GTP binding modulators, primary screen, biochemical, GST-Rac1 beads, flow cytometry, multiplex; Ras-related C3 botulinum toxin substrate 1 (Homo sapiens), P63000; fluorescent GTP binding; actives lie on both sides; 0 = cold GTP competed, 100 = untreated; GTP binding activity (% of control), % at 10 µM; actives 0.27% (n = 190,000); AID 757, 2007;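 active means GTP binding activity at least 20 points away from the 100% control level, either lower or higher; inconclusive means compound flagged as likely green fluorescent, judged across all proteins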
Cdc42 wt: modulators of GTP binding to wildtype Cdc42, primary screen, biochemical, multiplex bead flow cytometry, Bodipy-GTP. GST-Cdc42 beads; actives lie on both sides. percent activity (GTP binding), % at 10 µM. actives 0.2% (n = 190,000). AID 761, 2007;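 active means percent activity GTP binding at least 20 points away from the 100% baseline, either down as inhibitor or up as activator; inconclusive means compound flagged as likely green fluorescent from well-wide comparison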;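 further: median bead fluorescence of bound Bodipy-FL-GTP at 100 nM; 0% = excess unlabeled GTP control and 100% = no compound control; below 100% means less GTP binding so inhibitor and above means activator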
Rab7 wt modul: modulators of GTP binding to Rab7, primary screen, biochemical, wildtype, multiplex bead flow cytometry; GST-Rab7 beads, fluorescent GTP binding; actives lie on both sides; untreated = 100%, excess cold GTP = 0%; GTP binding activity (percent of control), % at 10 µM; actives 0.055% (n = 190,000);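 active means fluorescent GTP binding to Rab7 beads changed by at least 20 points from the 100% baseline, either direction, mostly lower; inconclusive means compound itself probably fluorescent, or too few beads counted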;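 further: median green fluorescence of bound Bodipy-FL-GTP per Rab7 bead population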
Rab2 wt GTP: modulators of GTP binding to Rab2A wildtype, primary screen, biochemical, dog, bead-based flow cytometry, multiplex; GST-Rab2 wt beads, Bodipy-GTP binding; GTP binding activity, % at 10 µM; actives 0.19% (n = 190,000); AID 760, 2007;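 active means GTP binding activity at least 20 points away from 100%, either lowered or raised; inconclusive means signal likely due to the compound's own green fluorescence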;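 further: 0% = beads with excess unlabeled GTP and 100% = no-compound control corrected for plate trend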
* hit, by the source's call; ? = inconclusive. Unless noted, no stated cut-off is given here; in the data, active means inhibition above about 40%.

SMILES | HRas wt GTP | Bcl-XL Bim block | Bcl-W Bim block | Bcl-B Bim block | Rac1 mut GTP | Bcl-2 Bim block | Bfl-1 Bim block | Rac1 wt modul | Cdc42 wt | Rab7 wt modul | Rab2 wt GTP
CCS(=O)(=O)c1nc2ccccc2n1CC(=O)N1CCOCC1 | 100 | 0 | 5 | 0 | 97 | 0 | -1 | 101 | 100 | 102 | 100
Nc1[nH]c(N=NC(=O)c2ccc(Cl)cc2)c2ccccc12 | 98 | -11 | -9 | -14 | 99 | -12 | -16 | 101 | 100 | 100 | 98
COc1ccc(Cl)cc1NC(=O)C1CCCO1 (stereo not given) | 101 | -2 | 0 | -7 | 99 | -4 | -10 | 102 | 103 | 98 | 101
Cn1cc(Br)c(C(=O)N2CCN(c3cccc(Cl)c3)CC2)n1 | 100 | -1 | 0 | -2 | 97 | 1 | 4 | 102 | 99 | 100 | 99
CCC(C)N1C(=O)S/C(=C/c2ccc(N3CCOCC3)cc2C)C1=O (stereo not given) | ? | -7 | -2 | -6 | ? | -3 | -4 | ? | ? | ? | ?
CN(C)C(CNc1ncnc2sc3c(c12)CCCC3)c1ccco1 (stereo not given) | 96 | 2 | 3 | 2 | 96 | -2 | 5 | 98 | 98 | 93 | 98
CCCN(CC1CC1)C(=O)COC(=O)c1[nH]c(C)c(C(=O)OCC)c1C | 96 | -5 | 0 | -8 | 96 | -5 | -7 | 99 | 99 | 94 | 96
CCNC(=O)C1CC(=O)N(c2ccc(OCC)cc2)C1 (stereo not given) | 103 | -9 | -4 | -9 | 101 | -18 | -20 | 106 | 102 | 100 | 102
O=C(NC1(C(F)(F)F)NC(=O)N(Cc2cccnc2)C1=O)c1ccncc1 (stereo not given) | 102 | -2 | 4 | -3 | 98 | -3 | -5 | 99 | 101 | 99 | 100
Cc1ccccc1NC(=O)Cn1c(C)nc2ccc(N)cc2c1=O | 103 | 12 | 4 | -5 | 101 | -5 | -13 | 109 | 104 | 105 | 103
CC(=O)N1CCN(C(=O)CSc2nc3c(cnn3-c3ccccc3)c(=O)[nH]2)CC1 | 103 | -4 | -1 | -8 | 99 | -5 | -17 | 110 | 105 | 105 | 104
Cc1cc(C)c(C#N)c(Nc2ccccc2)n1 | 102 | 0 | -1 | -2 | 99 | -2 | 0 | 106 | 105 | 104 | 101
COc1ccccc1NC(=O)c1ccc(NS(C)(=O)=O)cc1 | 101 | 0 | 1 | -8 | 99 | -11 | -11 | 107 | 102 | 102 | 101
COc1ccc(Cl)cc1Nc1ncnc2sc(C)c(S(=O)(=O)N3CCC(C)CC3)c12 | 101 | -3 | -1 | -3 | 100 | 0 | 1 | 105 | 102 | 101 | 98
COc1ccc(-c2noc(CSc3nnc(-c4ccccc4)n3C)n2)cc1 | 100 | -4 | 5 | -5 | 98 | -5 | -9 | 100 | 99 | 102 | 100
Cn1nnnc1SCC(=O)Nc1cc(C(=O)O)cc(C(=O)O)c1 | 102 | -1 | 1 | -4 | 101 | -7 | -9 | 106 | 104 | 101 | 102
CCOc1ccc2[nH]cc(C(=O)N3CCN(CC)CC3)c(=O)c2c1 | 102 | -4 | 1 | -5 | 100 | -1 | -11 | 102 | 103 | 102 | 102
O=C(Cn1c(CN2CCCCC2)nc2ccccc2c1=O)Nc1ccccc1 | 103 | -4 | -2 | -10 | 101 | -12 | -17 | 107 | 106 | 103 | 104
Cc1cccc(-c2nc(CN3CCCC(C(=O)NC4CCC(C)CC4)C3)c(C)o2)c1 (stereo not given) | 100 | 0 | 1 | 1 | 97 | -3 | 0 | 99 | 102 | 100 | 100
CC1=C(C(=O)Nc2ccc(Cl)cc2)C(c2ccco2)NC(=O)N1 (stereo not given) | 97 | 9 | 0 | -9 | 96 | -8 | -9 | 98 | 96 | 96 | 95

Three entries out of the list above, sorted by the value under Rab7 wt modul, largest number first:
mol,HRas wt GTP,Bcl-XL Bim block,Bcl-W Bim block,Bcl-B Bim block,Bfl-1 Bim block,Cdc42 wt,Rab7 wt modul,Rab2 wt GTP
Cn1nnnc1SCC(=O)Nc1cc(C(=O)O)cc(C(=O)O)c1,102,-1,1,-4,-9,104,101,102
CCNC(=O)C1CC(=O)N(c2ccc(OCC)cc2)C1 (stereo not given),103,-9,-4,-9,-20,102,100,102
CCCN(CC1CC1)C(=O)COC(=O)c1[nH]c(C)c(C(=O)OCC)c1C,96,-5,0,-8,-7,99,94,96

Continuation:
SMILES | HRas wt GTP | Bcl-XL Bim block | Bcl-W Bim block | Bcl-B Bim block | Rac1 mut GTP | Bcl-2 Bim block | Bfl-1 Bim block | Rac1 wt modul | Cdc42 wt | Rab7 wt modul | Rab2 wt GTP
CNC(=O)Oc1ccc2c(c1)[C@]1(C)CCN(C)[C@@H]1N2C | 98 | -3 | 1 | 3 | 101 | 0 | 0 | 99 | 101 | 97 | 97
CCOc1ccc(Nc2nc(Cc3nnc(SCC(=O)O)o3)cs2)cc1 | 102 | -2 | -2 | 0 | 98 | 0 | -3 | 102 | 101 | 105 | 103
Cc1cc(C)nc(Sc2ccc([N+](=O)[O-])cc2[N+](=O)[O-])n1 | 95 | 0 | -1 | -2 | 93 | 0 | 1 | 100 | 94 | 90 | 93
COc1ccc(N2CCN(c3oc(Cc4cccc5ccccc45)nc3C#N)CC2)cc1 | 103 | 0 | 1 | -2 | 100 | -5 | -2 | 102 | 102 | 100 | 102
COc1cccc(-n2nc(C(=O)N3CCN(Cc4ccccc4)CC3)c3ccccc3c2=O)c1 | 94 | 0 | 0 | -1 | 95 | 2 | 6 | 94 | 96 | 95 | 96
COc1ccccc1-n1c(SCC(=O)Nc2ccccc2C)nc(O)cc1=O | 102 | 0 | -1 | 1 | 98 | -2 | -3 | 99 | 100 | 105 | 99
Cc1ccc(NC(=S)N(Cc2cccs2)Cc2cc3cc(C)cc(C)c3[nH]c2=O)cc1 | 104 | -6 | -3 | -6 | 100 | -3 | -2 | 108 | 103 | 105 | 103
COc1ccc(N2CCN(C(=S)Nc3cccc(C)c3C)CC2)cc1 | 99 | 0 | 3 | -5 | 94 | -6 | -13 | 100 | 94 | 97 | 96
CC1=C(C#N)C(/C=N/OCc2ccc(F)cc2Cl)CC(=O)N1 (stereo not given) | 99 | -1 | -1 | 2 | 99 | 2 | 0 | 104 | 102 | 99 | 101
COCn1ccnc1C(O)(c1ccc(OC)cc1)c1ccc(OC)cc1 | 101 | 0 | 0 | -1 | 103 | -2 | -1 | 105 | 101 | 99 | 98
CC1(C)Cc2nc3nc(SCC(=O)Nc4ccccc4)nc(N)c3cc2CO1 | 96 | 0 | -1 | -3 | 92 | 0 | -5 | 95 | 96 | 103 | 95
CS(=O)(=O)c1ccc2nc(N)sc2c1 | 101 | -5 | -2 | -10 | 100 | -11 | -17 | 104 | 102 | 102 | 100
COc1cccc(NC(=O)Cc2ccc(C)cc2)c1 | 102 | -3 | 1 | -4 | 100 | -7 | -11 | 102 | 101 | 100 | 101
CCn1c2ccccc2c2cc(NC(=O)c3cccc(OC)c3OC)ccc21 | 97 | -9 | -4 | -7 | 98 | -7 | -8 | 102 | 100 | 101 | 99
O=C1c2ccccc2C(=O)N1Cc1nc2ccccc2o1 | 102 | -7 | -4 | -11 | 101 | -11 | -17 | 103 | 104 | 98 | 99
Cc1ccc(NC(=S)N(CCCN2CCC(C)CC2)Cc2ccco2)cc1C | 96 | 1 | 0 | -7 | 96 | -6 | 0 | 96 | 95 | 93 | 96
O=C(COC(=O)c1ccc2c(c1)OCO2)Nc1ccccc1 | 94 | -3 | 0 | -2 | 96 | 0 | 0 | 97 | 100 | 94 | 96
O=C(COC(=O)c1cn(-c2ccccc2)nc1-c1ccccc1)c1cccc([N+](=O)[O-])c1 | 105 | 0 | 0 | 0 | 101 | -4 | -1 | 105 | 106 | 102 | 107
Cn1nnnc1SCC(=O)N(C1CCCCC1)C1CCCCC1 | 101 | -2 | 0 | -1 | 96 | 1 | 0 | 101 | 103 | 101 | 101
O=C(COC(=O)c1n[nH]c(=O)c2ccccc12)c1ccc(Cl)cc1 | 100 | -4 | -4 | 1 | 100 | 2 | 6 | 105 | 99 | 105 | 100
Cn1c(=O)c(C(=O)CCl)c(N)n(CC2CC2)c1=O | 104 | -3 | -2 | -5 | 102 | 0 | -2 | 113 | 105 | 105 | 102
O=C(CSc1ccc(-c2ccncc2)nn1)N1CCCCC1 | 95 | 1 | 1 | 13 | 95 | 4 | -2 | 95 | 95 | 97 | 92
CCSc1nc(O)c(C2OC(=O)c3c2ccc(OC)c3OC)c(=O)n1-c1ccccc1 (stereo not given) | 98 | 0 | -1 | -7 | 96 | -4 | -9 | 101 | 96 | 100 | 96

No new results follow: three of the compounds above.
SMILES | HRas wt GTP | Bcl-XL Bim block | Bcl-W Bim block | Bcl-B Bim block | Rac1 mut GTP | Bcl-2 Bim block | Bfl-1 Bim block | Rac1 wt modul | Cdc42 wt | Rab7 wt modul | Rab2 wt GTP
Cn1c(=O)c(C(=O)CCl)c(N)n(CC2CC2)c1=O | 104 | -3 | -2 | -5 | 102 | 0 | -2 | 113 | 105 | 105 | 102
O=C(CSc1ccc(-c2ccncc2)nn1)N1CCCCC1 | 95 | 1 | 1 | 13 | 95 | 4 | -2 | 95 | 95 | 97 | 92
CCSc1nc(O)c(C2OC(=O)c3c2ccc(OC)c3OC)c(=O)n1-c1ccccc1 (stereo not given) | 98 | 0 | -1 | -7 | 96 | -4 | -9 | 101 | 96 | 100 | 96
